Screening data from PubChem BioAssay.
Efflux pump inh: inhibitors of Candida antifungal efflux pumps expressed in yeast | inhibition, % at 10 µM | 0.44% of 330,000 active | S. cerevisiae Candida pump triplex, Nile Red efflux | AID 485275;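 active means plate passing quality check with inhibition over a set limit, or well fluorescence over plate mean plus 4 SD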;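 further: Nile Red retained in pooled yeast measured as flow cytometry median fluorescence; 0% = buffer negative control and 100% = Enniatin B positive control; higher means more Nile Red kept so more efflux inhibition; some compounds called inactive have numbers as strong as hits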
ZTA counter: counter-screen for EBNA-1 inhibitors: inhibitors of Epstein-Barr virus ZTA; 0.15% of 320,000 active; inhibition, % at 11 µM; ZTA-DNA binding, fluorescence polarization; P03206; in the data active means inhibition above about 33%
CTSL1 counter: blocks F. hepatica cathepsin L1 in PFM18AAP counter-screen; recombinant F. hepatica cathepsin L1, Z-Leu-Arg-MCA fluorescence; inhibition, % at 5.96 µM; 0.49% of 300,000 active; AID 1906;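 active means inhibition above the mean of all tested compounds plus 3 SD, set per screening campaign, cut at about 17% in these data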;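 further: 0% = plate median of test compound wells and 100% = 1 µM Z-Phe-Ala-diazomethylketone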
PREPL inh: human PREPL enzyme inhibition | 0.68% of 320,000 active | Q4J6C6 | inhibition, % at 5.96 µM | AID 2751 | recombinant PREPL, fluorescence polarization activity-based probe; in the data active means inhibition above about 43%;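 further: 0% = enzyme with DMSO and 100% = wells lacking enzyme; many of its hits are not listed in these tables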
Target sequence (Q4J6C6 whole entry, looked up): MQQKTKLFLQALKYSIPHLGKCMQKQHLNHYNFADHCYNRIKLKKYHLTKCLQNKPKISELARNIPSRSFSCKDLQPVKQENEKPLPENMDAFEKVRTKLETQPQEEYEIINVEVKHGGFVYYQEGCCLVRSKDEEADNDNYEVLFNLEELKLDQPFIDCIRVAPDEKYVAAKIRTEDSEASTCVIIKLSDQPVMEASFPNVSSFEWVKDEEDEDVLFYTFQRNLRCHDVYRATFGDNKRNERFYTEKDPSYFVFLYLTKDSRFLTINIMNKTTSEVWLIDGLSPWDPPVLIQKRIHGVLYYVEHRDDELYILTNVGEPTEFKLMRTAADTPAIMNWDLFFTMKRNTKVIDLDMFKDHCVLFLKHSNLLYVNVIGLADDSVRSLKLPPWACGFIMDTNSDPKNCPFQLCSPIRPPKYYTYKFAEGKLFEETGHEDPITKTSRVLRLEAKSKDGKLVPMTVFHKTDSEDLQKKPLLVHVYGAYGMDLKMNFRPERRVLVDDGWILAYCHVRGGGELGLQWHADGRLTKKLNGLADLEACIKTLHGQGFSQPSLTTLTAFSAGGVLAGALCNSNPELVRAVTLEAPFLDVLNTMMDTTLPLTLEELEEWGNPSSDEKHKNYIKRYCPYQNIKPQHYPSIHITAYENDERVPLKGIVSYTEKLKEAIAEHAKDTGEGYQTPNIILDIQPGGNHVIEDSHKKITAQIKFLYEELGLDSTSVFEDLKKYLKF
EBNA-1 inh: blocks EBNA-1 binding to DNA; EBNA-1 DNA binding, fluorescence polarization; inhibition, % at 14.8 µM; 0.34% of 300,000 active; AID 1950; in the data active means inhibition above about 28%
PP1 counter: PP1-alpha (human) inhibition in PP5 counter-screen | purified PP1alpha, OMFP fluorescence | inhibition, % at 6.7 µM | 0.9% of 320,000 active;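 active means inhibition above the mean inhibition of all tested compounds plus 3 SD, computed separately for each screening campaign, cut at about 15% in these data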
Target sequence (P62136 whole entry, looked up): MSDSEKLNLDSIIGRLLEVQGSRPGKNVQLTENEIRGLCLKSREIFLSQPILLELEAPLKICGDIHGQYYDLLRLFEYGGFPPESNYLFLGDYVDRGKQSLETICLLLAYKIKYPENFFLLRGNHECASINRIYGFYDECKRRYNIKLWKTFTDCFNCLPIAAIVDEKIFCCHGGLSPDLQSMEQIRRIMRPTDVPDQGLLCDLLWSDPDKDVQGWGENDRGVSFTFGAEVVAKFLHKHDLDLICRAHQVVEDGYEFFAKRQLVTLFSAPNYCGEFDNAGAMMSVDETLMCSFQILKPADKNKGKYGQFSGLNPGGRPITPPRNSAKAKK
HCV core dimer: blocks dimerization of HCV core protein; TR-FRET GST/Flag-core106 dimerization, 1536-well; inhibition, % at 5 µM; 0.33% of 300,000 active; AID 1899;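 active means inhibition above the mean of all tested compounds plus 3 SD, set per screening campaign, cut at about 45% in these data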
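Test system: GST/Flag-tagged HCV core106 proteins; Medium: KF-containing HEPES buffer, pH 7.45, DTT, CHAPS, BSA; Times: compound-protein-antibody incubation 4 h at 22.5 °C; Detection: TR-FRET 671 and 617 nm emission; Benchmarks: wells lacking GST-core106 and wells with excess unlabelled core106.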
PP5 inh: PP5 (human) phosphatase inhibition. purified PP5c, OMFP substrate fluorescence. inhibition, % at 6.7 µM. 0.18% of 320,000 active. AID 1987;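 active means inhibition above the campaign's mean inhibition across all tested compounds plus 3 SD, cut at about 9.5% in these data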;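 further: 0% = DMSO only and 100% = 100 µM cantharidin control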
TPT1 inhibitor: C. albicans TPT1 enzyme inhibition; inhibition, % at 5 µM; recombinant caTPT1, FP RNA substrate dephosphorylation; 0.81% of 300,000 active;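 active means inhibition above the mean of all tested compounds plus 3 SD, set per screening campaign, cut at about 24% in these data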;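 further: plate controls were DMSO alone for no effect and ferristatin control at 100 nM for full effect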
Starred values were filed as active, the others as inactive; . = not tested or not shown. Not all compounds are listed, so the mix of outcomes need not match the whole.

Letters – A = Efflux pump inh; B = ZTA counter; C = CTSL1 counter; D = PREPL inh; E = EBNA-1 inh; F = PP1 counter; G = HCV core dimer; H = PP5 inh; I = TPT1 inhibitor
1	COc1cc(C(=O)NNC(=O)CCOc2cccc(Br)c2)cc(OC)c1OC
  A: 0.1; B: -8; C: .; D: 9; E: .; F: 2; G: .; H: 2.4; I: .

2	CCC(=O)Nc1ccc(N2CCC(C)CC2)cc1
  A: 0.0; B: 6; C: 1; D: -3; E: 9; F: 8; G: -9; H: 0.7; I: -1

3	COCc1cc(=O)[nH]c(/N=C(\N)Nc2c(F)cccc2F)n1
  A: 0.0; B: -15; C: -6; D: 4; E: 1; F: 0; G: -4; H: 1.7; I: -2

4	Cc1ccc(S(=O)(=O)c2cc3c(=O)n4cccc(C)c4nc3n(Cc3ccncc3)c2=N)cc1
  A: 0.0; B: -6; C: -4; D: 12; E: -3; F: -2; G: -3; H: -3.0; I: 1

5	CCCn1c(N)c(Sc2ccc([N+](=O)[O-])cc2)c(=O)n(CCC)c1=O
  A: -0.1; B: -1; C: 2; D: -3; E: 5; F: -1; G: 4; H: -0.4; I: 2

6	CCOC(=O)N1CCN(CC(O)COc2c(C)cccc2C)CC1 (centres undefined)
  A: 0.0; B: -8; C: -4; D: -6; E: -10; F: -4; G: -1; H: 2.6; I: 2

7	COc1ccc(C(=O)N2c3ccccc3C(=O)OC2c2ccc3c(c2)OCO3)cc1 (centres undefined)
  A: 0.0; B: 0; C: 1; D: 4; E: -2; F: 0; G: 14; H: -0.7; I: -3

8	CCOC(=O)Cc1csc(NC(=O)COc2ccc(N(C)S(=O)(=O)c3cccs3)cc2)n1
  A: 0.0; B: 2; C: -2; D: -4; E: -3; F: 2; G: 7; H: 3.8; I: -4

9	COc1ccc(Nc2nc(N)c([N+](=O)[O-])c(N3CCCC3)n2)cc1
  A: -0.1; B: -5; C: 2; D: 11; E: -3; F: 0; G: 4; H: 2.9; I: 1

10	O=C(CSc1ccccc1)Nc1nnc(-c2ccco2)o1
  A: -0.5; B: -19; C: 2; D: 8; E: 4; F: -3; G: 0; H: -0.9; I: -3

From compound 1 up to 3, as listed above:
Letters – A = Efflux pump inh; B = ZTA counter; C = CTSL1 counter; D = PREPL inh; E = EBNA-1 inh; F = PP1 counter; G = HCV core dimer; H = PP5 inh; I = TPT1 inhibitor
1	COc1cc(C(=O)NNC(=O)CCOc2cccc(Br)c2)cc(OC)c1OC
  A: 0.1; B: -8; C: .; D: 9; E: .; F: 2; G: .; H: 2.4; I: .

2	CCC(=O)Nc1ccc(N2CCC(C)CC2)cc1
  A: 0.0; B: 6; C: 1; D: -3; E: 9; F: 8; G: -9; H: 0.7; I: -1

3	COCc1cc(=O)[nH]c(/N=C(\N)Nc2c(F)cccc2F)n1
  A: 0.0; B: -15; C: -6; D: 4; E: 1; F: 0; G: -4; H: 1.7; I: -2

Continued.
Letters – A = Efflux pump inh; B = ZTA counter; C = CTSL1 counter; D = PREPL inh; E = EBNA-1 inh; F = PP1 counter; G = HCV core dimer; H = PP5 inh; I = TPT1 inhibitor
11	Cc1nc([N+](=O)[O-])cn1CC(O)c1ccccc1 (centres undefined)
  A: 0.0; B: -7; C: -3; D: 7; E: 2; F: 4; G: -2; H: -2.0; I: 3

12	c1cncc(-c2nc(-c3ccc4c(c3)OCO4)cs2)c1
  A: -0.2; B: -2; C: -1; D: 6; E: 9; F: -3; G: 6; H: 0.3; I: 0

13	O=C1CCCN1c1ccc(S(=O)(=O)N2CCCCC2)cc1
  A: 0.3; B: 11; C: 1; D: -5; E: -2; F: 0; G: -4; H: -1.4; I: -2

14	COc1ccc(-c2nn(-c3ccccc3)cc2/C=C\C(=O)Nc2ccc(C(=O)O)cc2)cc1
  A: -0.3; B: 1; C: 4; D: -2; E: 3; F: 24*; G: 28; H: 8.5; I: -6

15	CC(C)NC(=O)CCCC(=O)NC(C)C
  A: -0.1; B: 7; C: -2; D: 1; E: 18; F: -2; G: 4; H: 0.0; I: 0

16	COc1cc(CN2CCN(CCOCCO)CC2)cc(OC)c1OC
  A: -0.1; B: 2; C: 2; D: 19; E: 11; F: -1; G: 3; H: -1.9; I: 1

17	C=CCn1c(=NC(=O)c2ccco2)sc2cc(C(=O)OCC)ccc21
  A: 0.1; B: 10; C: 2; D: -13; E: 8; F: -2; G: 9; H: -4.3; I: -4

18	O=C(C1CCC(CNc2nc(=S)[nH]c3ccccc23)CC1)N1CCN(c2ccccn2)CC1 (centres undefined)
  A: 0.4; B: 2; C: -1; D: 10; E: -8; F: 2; G: 0; H: 3.1; I: 4

19	CCOC(=O)C1CCCN(C(=O)CSc2nccn2C)C1 (centres undefined)
  A: -0.2; B: 16; C: -2; D: 5; E: 14; F: -1; G: -1; H: 0.3; I: 3

20	COc1cc(NC(=O)c2cccnc2SC)cc(OC)c1OC
  A: 0.0; B: 1; C: -1; D: -7; E: 0; F: -2; G: -2; H: 4.1; I: -2

21	Cc1cc(C)nc(N2CCCC(C(=O)NCc3cccs3)C2)n1 (centres undefined)
  A: -0.2; B: -7; C: -1; D: 0; E: 4; F: 1; G: -4; H: 1.3; I: 2

22	CSc1ccccc1C(=O)Nc1ccccc1C(=O)N1CCCC1
  A: 0.1; B: -21; C: 3; D: 9; E: -4; F: 5; G: 1; H: -4.0; I: 0

23	O=C1CSC(c2ccc(F)cc2)N1c1ccccc1F (centres undefined)
  A: 0.0; B: -15; C: 0; D: -1; E: -10; F: 8; G: -6; H: -0.7; I: -4

24	CCCn1c(=O)c(C(=O)c2ccccc2)nc2ccccc21
  A: 0.0; B: -9; C: 0; D: 1; E: -6; F: -2; G: -1; H: 1.4; I: 1

25	Cc1cccc(OCc2nnc3n2CCCCC3)c1
  A: -0.1; B: -5; C: -2; D: -3; E: 0; F: 3; G: 0; H: 3.7; I: 1

26	Cc1cccc(N2N=C(C(=O)Nc3ccc(Cl)c(S(=O)(=O)N4CCOCC4)c3)CCC2=O)c1
  A: -0.2; B: -2; C: .; D: 24; E: .; F: -4; G: .; H: -0.5; I: .

27	COC(=O)CCCC1=CC2=C(c3ccccc3)C(=O)C(C)(OC(=O)C3CCCC3)C(=O)C2=CN1Cc1ccc(OC)cc1 (centres undefined)
  A: 0.0; B: -7; C: -7; D: 27; E: 8; F: 3; G: -7; H: 0.7; I: -2

28	CN(C)c1ccc(/C=N/Nc2cc(N3CCOCC3)nc(N3CCOCC3)n2)cc1
  A: 0.1; B: 5; C: 5; D: 7; E: 6; F: -3; G: -37; H: 3.2; I: 6

29	CCOC(=O)C1=C(Nc2ccc(C)cc2)CC(C)(O)C(C(=O)OCC)C1c1ccccc1 (centres undefined)
  A: -0.1; B: -23; C: 9; D: -2; E: -11; F: 8; G: 12; H: 3.7; I: -7

30	Cc1nc2ccc(NC(=O)Cc3ccccc3F)cc2s1
  A: -0.1; B: 4; C: -3; D: 0; E: 0; F: -1; G: -4; H: 0.3; I: -1

31	CCS(=O)(=O)c1ccc2oc(SCC(=O)Nc3ccc(OC)c(OC)c3)nc2c1
  A: 0.0; B: -2; C: 1; D: -3; E: -7; F: -1; G: -1; H: 0.1; I: 2

32	CC1Sc2ccc(S(=O)(=O)N3CCC(C(=O)NCCc4ccccc4)CC3)cc2NC1=O (centres undefined)
  A: -0.2; B: -12; C: -1; D: 10; E: 2; F: -2; G: 1; H: 3.6; I: -2

33	COC(=O)c1ccc(NC(=S)NNC(=O)c2ccccc2)cc1
  A: 0.1; B: 2; C: 5; D: 4; E: -1; F: -2; G: 2; H: 0.6; I: 3

34	O=c1cc(CSc2ccccc2)nc(-c2ccccc2)[nH]1
  A: 0.1; B: 18; C: 0; D: 11; E: 4; F: 2; G: 2; H: 1.5; I: -3

35	O=C(c1cc2n(n1)C(C(F)(F)F)CC(c1ccc(F)cc1)N2)N1CCCC1 (centres undefined)
  A: 0.0; B: -3; C: -2; D: 19; E: -6; F: -3; G: 1; H: 1.7; I: 1

36	O=C(OCc1nc2scc(-c3ccccc3)c2c(=O)[nH]1)c1cc([N+](=O)[O-])ccc1Cl
  A: -0.1; B: 8; C: 2; D: 0; E: 2; F: 12; G: 38; H: 4.3; I: 1

37	O=C(NCc1cccc(CNC(=O)C(=O)NCC2CCCO2)c1)C(=O)NCC1CCCO1 (centres undefined)
  A: 0.5; B: 3; C: 0; D: -2; E: -12; F: -3; G: -8; H: 3.2; I: -3

38	Cc1ccc(-c2cc(C(F)(F)F)n3nc(C(=O)Nc4ccon4)cc3n2)cc1C
  A: -0.1; B: -12; C: -3; D: -5; E: -4; F: 2; G: -1; H: 1.4; I: 1

39	c1cnn(-c2nc(N3CCOCC3)nc(N3CCOCC3)n2)c1
  A: -0.1; B: -10; C: -3; D: 1; E: 12; F: -6; G: 7; H: -2.0; I: -4

40	Cc1ccc(C)c(Oc2ccc(S(=O)(=O)N3CCN(C)CC3)cn2)c1
  A: 0.0; B: 13; C: -2; D: -9; E: 11; F: -4; G: 0; H: -1.5; I: 1

41	O=C(c1ccco1)N1CCCC(c2ccccc2)C1 (centres undefined)
  A: 0.1; B: -7; C: 0; D: -6; E: 8; F: -2; G: 0; H: 2.5; I: -5

42	Clc1ccc(CSc2nnc3ccccn23)c(Cl)c1
  A: 0.1; B: 4; C: -4; D: -10; E: 6; F: -1; G: 2; H: -1.2; I: -1

43	COc1ccc(CNC(=O)[C@H](C)NC(=O)C2CCN(S(=O)(=O)c3ccc(C)cc3)CC2)cc1
  A: -0.1; B: -8; C: 2; D: -1; E: 5; F: -3; G: 3; H: -2.8; I: -1

44	COc1ccc(-n2ccnc(SCC(=O)NC3CCCCC3)c2=O)cc1
  A: 0.1; B: -20; C: 0; D: 14; E: -3; F: 4; G: -8; H: 1.6; I: 1

45	O=c1[nH]nc(SCc2nc3ccccc3s2)n1C1CC1
  A: 0.0; B: 1; C: -2; D: 3; E: 5; F: 2; G: -2; H: -1.7; I: -1

46	O=C(N/N=C\c1ccc(Br)cc1)c1ccc(Cn2cccn2)o1
  A: 0.2; B: 5; C: 4; D: -3; E: 18; F: -2; G: 1; H: 2.4; I: -1

47	O=C(c1cc2nc(-c3ccccc3)cc(-c3ccccc3)n2n1)N1CCN(C(=O)c2ccco2)CC1
  A: 0.2; B: -8; C: 1; D: -33; E: 0; F: 3; G: 20; H: 1.7; I: -2

48	Cc1nn(C)c(C)c1/C=N/NC(=O)CCn1cc([N+](=O)[O-])cn1
  A: 14*; B: -3; C: -3; D: 0; E: -5; F: 2; G: -7; H: 1.1; I: -1

49	O=C(NCCCN1CCCC1=O)NC12CC3CC(CC(C3)C1)C2
  A: -0.1; B: 4; C: 0; D: 6; E: 1; F: 0; G: -2; H: -0.8; I: -6

50	Cc1ccc(C)c(S(=O)(=O)NCC(c2ccco2)N2CCc3ccccc3C2)c1 (centres undefined)
  A: 0.5; B: 3; C: 3; D: -1; E: -15; F: 2; G: 5; H: 4.0; I: 3

51	COc1ccc(CCNC(=O)c2ccc(CN3CCC(Cc4ccccc4)CC3)cc2)cc1OC
  A: 0.0; B: -6; C: 2; D: 11; E: -2; F: 3; G: -5; H: 0.3; I: -1

52	CCSc1nnc(NC(=O)c2cnccn2)s1
  A: -0.1; B: -17; C: 2; D: -4; E: -7; F: -5; G: 6; H: 1.4; I: -4

53	COc1cc(/C=N/Nc2cc(C)nc(N)n2)ccc1O
  A: 0.0; B: 15; C: -3; D: -2; E: 3; F: -4; G: 1; H: -1.2; I: 0
